# Assay outcomes deposited in PubChem BioAssay by National Center for Advancing Translational Sciences (NCATS).
# EPAC2 agonist: qHTS for Agonist of cAMP-regulated guanine nucleotide exchange factor 4 (EPAC2): primary screen; Rap guanine nucleotide exchange factor 4 (Homo sapiens), Q8WZA2; EPAC2 activation, biochemical qHTS; response scale: 100% = 6.5 mM cAMP response; Potency, µM (series often up to 154 µM), for the others: at the highest dose activation, most hits filed as activators; 360,000 tested, 0.079% active; note: potency is the fitted concentration of half-maximal effect; nearly all actives have a fitted effect of over 50% in size
# Target sequence (Q8WZA2 whole entry, looked up): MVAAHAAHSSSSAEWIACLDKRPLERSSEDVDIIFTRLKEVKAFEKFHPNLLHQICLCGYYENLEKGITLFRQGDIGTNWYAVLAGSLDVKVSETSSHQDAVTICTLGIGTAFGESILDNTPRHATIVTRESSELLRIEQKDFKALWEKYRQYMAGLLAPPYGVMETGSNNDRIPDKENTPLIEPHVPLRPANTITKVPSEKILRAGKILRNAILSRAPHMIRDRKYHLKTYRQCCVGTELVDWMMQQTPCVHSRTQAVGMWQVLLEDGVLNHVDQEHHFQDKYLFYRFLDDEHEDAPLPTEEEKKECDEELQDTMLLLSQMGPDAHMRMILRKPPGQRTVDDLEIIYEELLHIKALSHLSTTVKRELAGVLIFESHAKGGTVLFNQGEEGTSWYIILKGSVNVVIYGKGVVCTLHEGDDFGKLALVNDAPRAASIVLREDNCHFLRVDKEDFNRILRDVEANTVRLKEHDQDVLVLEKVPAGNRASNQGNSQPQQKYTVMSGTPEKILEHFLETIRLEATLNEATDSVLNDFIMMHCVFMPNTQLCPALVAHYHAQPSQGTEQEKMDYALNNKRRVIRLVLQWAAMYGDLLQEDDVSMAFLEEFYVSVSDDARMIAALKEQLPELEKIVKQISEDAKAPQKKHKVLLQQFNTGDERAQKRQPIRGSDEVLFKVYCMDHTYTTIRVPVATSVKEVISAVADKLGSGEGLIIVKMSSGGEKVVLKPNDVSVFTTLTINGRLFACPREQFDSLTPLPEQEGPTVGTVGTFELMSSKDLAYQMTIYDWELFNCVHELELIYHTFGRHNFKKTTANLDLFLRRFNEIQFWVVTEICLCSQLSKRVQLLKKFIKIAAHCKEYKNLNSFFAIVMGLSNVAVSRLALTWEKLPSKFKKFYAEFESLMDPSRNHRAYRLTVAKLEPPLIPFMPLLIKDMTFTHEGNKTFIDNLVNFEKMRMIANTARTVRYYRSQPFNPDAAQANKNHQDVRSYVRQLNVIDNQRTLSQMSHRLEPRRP
#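 EPAC2 (100 nM) mixed with Rap1B loaded with BODIPY-GDP (250 nM) plus 50 uM unlabeled GDP; compounds pinned in, 5 min RT, then read every 5 min for 30 min (ex 480, em 540 nm). Normalized to cAMP control.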
# CCT chaperon mod: High-Throughput Screening for Modulators of Cytosolic Chaperonin Activity | purified chaperonin ATPase assay, HTRF ADP detection, 30 min | activity change, % (concentration not given with the values), hits read low | 360,000 tested, 0.3% active | AID 651819, 2012; in the data active = activity change below about -30%; note: % is set by controls: 0 for no effect and ±100 for the full control effect
#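 First, chaperonin was dispensed at 40 nM or 20 nM final depending on batch activity. Next, compounds were pinned at 76 uM and ATP added at 10 uM. After 30 min at 37 °C, ADP detection reagents ran 30 min at ambient temperature.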
# PI5P4K alpha inh: qHTS for Inhibitors of phosphatidylinositol 5-phosphate 4-kinase (PI5P4K) | 330,000 tested, 1.2% active | PI5P4Kalpha enzyme, ADP-Glo luminescence, 60 min; hits give low values | AID 652105, 2013 | max response, %; active = max response of -50% or lower; inconclusive = between -30% and -50%; inactive = -30% or higher; note: value at the top dose of about 77 µM; % is set by controls: 0 for no effect and ±100 for the full control effect
#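 Human PI5P4Kalpha with substrate in 0.038 M HEPES pH 7.4, 0.28 mM EGTA, 0.1% CHAPS, 5% DMSO; reaction started with 5 microM ATP (final), 60 min at room temperature. ADP formed read by ADP-Glo luminescence.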
# EPAC1 antagonist: qHTS for Antagonist of cAMP-regulated guanine nucleotide exchange factor 3 (EPAC1): primary screen; 360,000 tested, 0.14% active; Potency, µM (titrated, usually from 115 µM), for inactives: at the highest dose activity change, negative = inhibition, most hits filed as inhibitors; AID 720709, 2013; EPAC1 GEF assay, Rap1b-BODIPY-GDP exchange fluorescence;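 note: potency is the fitted concentration of half-maximal effect; plate controls were vehicle for no effect and positive control for full effect; nearly all actives have a fitted effect of over 50% in size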
# IL2 activator: qHTS of IL-2 Activators; IL-2 activation reporter assay, cell-based qHTS; stimulated with anti-CD3/CD4/CD28 beads; in transgenic mouse T cells; activation, % (series mostly up to about 46 µM); 360,000 tested, 0.065% active; in the data active = activation above about 50%; inconclusive = mostly about 30% to 49%; note: 0% is about no effect
#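 Quantitative HTS in unstimulated transgenic mouse T cells, with memory T cells as non-tolerant control and PMA/ionomycin as tolerance-bypass control. Compound pretreatment lasted 60 minutes before 18 h bead stimulation; EGFP/DsRed fluorescence read.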
# EPAC1 ag: qHTS for Agonist of cAMP-regulated guanine nucleotide exchange factor 3 (EPAC1): primary screen | Rap guanine nucleotide exchange factor 3 (Homo sapiens), O95398 | EPAC1 agonist qHTS, biochemical assay; response scale: 100% = response to 6.5 mM cAMP | Potency, µM (top dose mostly 154 µM), for inactives: at the top dose activation, usual class: activators | 360,000 tested, 0.073% active | AID 720707, 2013; note: potency is the fitted concentration of half-maximal effect; nearly all actives have a fitted effect of over 60% in size
#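 Multi-concentration qHTS readout: loss of Rap1B-bound BODIPY-GDP fluorescence driven by 100 nM EPAC1 with excess GDP (50 uM), monitored kinetically at room temperature; agonist response expressed relative to 6.5 mM cAMP.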
# PLK1 PBD block: qHTS for Inhibitors of PLK1-PDB (polo-like kinase 1 - polo-box domain): Primary Screen; 360,000 tested, 2.8% active; Potency, µM, without a hit: max response, negative = inhibition, hits mostly inhibitors; Serine/threonine-protein kinase PLK1 (Homo sapiens), P53350; Plk1 PBD binding of FITC phosphopeptide, fluorescence polarization; AID 720504, 2013; note: potency is the fitted concentration of half-maximal effect; series mostly up to about 57 µM; % is set by controls: 0 for no effect and ±100 for the full control effect; nearly all actives have a fitted effect of over 65% in size
# WRN helicase inh: qHTS for Inhibitors of WRN Helicase | WRN helicase unwinding, fluorescent forked duplex, kinetic | Potency, µM (series often up to 114 µM), without a hit: at the highest dose activity change, negative = inhibition, hits mostly inhibitors | 360,000 tested, 0.46% active | Bifunctional 3'-5' exonuclease/ATP-dependent helicase WRN (Homo sapiens), Q14191; note: potency is the fitted concentration of half-maximal effect; % is set by controls: 0 for no effect and ±100 for the full control effect; nearly all actives have a fitted effect of over 55% in size
#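 Primary qHTS, 1536-well format. 20 nM WRN + compound, 15 min RT; start with 100 nM forked fluorophore/quencher duplex, 2 mM ATP (final); kinetic read ex 525/em 598 nm.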
# Active calls of the source: *; ? = inconclusive; . = no result given; [ ] = another dose, or the depositor's remark. Unless noted, calls come from the whole dose curve; as a rule, active = well fitted curve in the direction sought with a large enough effect; inconclusive = small, poorly fitted or top-dose-only effect, or another doubt; inactive = no such curve, though single readings can be large; an effect the other way counts as inactive or inconclusive.
1) CCOCCCn1c(SCc2nc3sc(C(=O)O)c(C)c3c(=O)[nH]2)nnc1-c1ccc(Cl)cc1
2) O=C(Cc1ccc(F)cc1)Nc1cccc(-c2ccc3nncn3n2)c1
3) COc1ccc(NS(=O)(=O)c2cc(NC(=O)c3ccc(=O)[nH]c3)ccc2C)cc1
4) CSc1ccccc1NC(=O)C1(C)CCN1C(=O)Cc1ccccc1Cl (stereo not given)
5) O=C(NCCCn1ccnc1)c1ccc(Br)o1
6) CCCn1c(O)c(N=N)c2ccccc21
7) COc1cc(F)ccc1CN1CCC(n2nccc2NC(=O)C2CCOC2)CC1 (stereo not given)
8) CCCn1c(SCC(=O)NC)nnc1C(C)C
Screen / compound no.	1	2	3	4	5	6	7	8
EPAC2 agonist	5%	-1%	7%	12%	11%	0%	4%	-1%
CCT chaperon mod	-2.4	-0.6	-2.7	1.4	-1.3	1.7	-2.8	0.8
PI5P4K alpha inh	?	7	-2	6	.	1	-5	-1
EPAC1 antagonist	13%	-6%	-7%	0%	-15%	-19%	-2%	-7%
IL2 activator	-0.9	-0.5	0.8	0.3	-1.5	-1.5	2.4	-0.5
EPAC1 ag	-4%	-5%	8%	6%	9%	-16%	-2%	6%
PLK1 PBD block	-1%	1%	-20%	-3%	-1%	-21%	4%	-7%
WRN helicase inh	-21%	-3%	-2%	0%	-11%	0%	-11%	-2%

9) COc1ccc(NC(C)=O)cc1S(=O)(=O)NC(Cc1ccccc1)C(=O)O (stereo not given)
10) Cc1cccc(CCN(C(=O)c2snc(C(N)=O)c2N)C(C(=O)NCC2CCCO2)c2ccc(F)cc2)c1 (stereo not given)
11) CNc1ccc(Br)cc1C(O)c1ccccc1 (stereo not given)
12) CN(C)/C=N/C1=C(C#N)C(c2cccs2)c2ccc3ccccc3c2O1 (stereo not given)
13) CCOC(=O)C1=CCN(S(=O)(=O)c2cccc(Cl)c2)C1c1cccc(C)c1 (stereo not given)
14) CCOC(=O)C1CCCN(S(=O)(=O)c2cc3c4c(c2)CCC(=O)N4CCC3)C1 (stereo not given)
15) Cc1noc(C)c1C(=O)OCC(=O)NCCc1ccc(S(N)(=O)=O)cc1
16) O=C(COC(=O)CNC(=O)c1cccs1)Nc1ccccc1C(F)(F)F
Screen / compound no.	9	10	11	12	13	14	15	16
EPAC2 agonist	8%	3%	4%	11%	7%	-7%	-5%	12%
CCT chaperon mod	1.8	-2.1	1.8	-0.6	-0.1	0.3	3.1	-3.5
PI5P4K alpha inh	0	-1	3	-1	21	5	-2	-5
EPAC1 antagonist	-10%	1%	-16%	-27%	-18%	-6%	2%	9%
IL2 activator	0.0	1.6	-6.1	-4.2	-0.2	-0.2	0.4	-5.5
EPAC1 ag	1%	6%	-3%	18%	7%	11%	10%	1%
PLK1 PBD block	-1%	-10%	-7%	-19%	-7%	-7%	5%	-3%
WRN helicase inh	-1%	10%	-6%	-3%	-11%	-6%	4%	6%

17) C[C@H]1CN([C@@H](C)CO)C(=O)CCCn2nncc2CO[C@@H]1CN(C)S(=O)(=O)c1cccc(C#N)c1
18) Cc1ccc(O)c(CNc2nc3ccccc3n2C(C)C)c1
19) O=Cc1c(Nc2ccccc2Cl)nc2ccccn2c1=O
20) Nc1nc(SCC(=O)NCCCN2CCOCC2)nc2sc3c(c12)CCC3
21) Cc1cc(C)c(C#N)c(SCC(O)CS(=O)(=O)Cc2ccccc2)n1 (stereo not given)
22) CCN1C(=O)[C@H]2[C@@H](c3ccc(OC)cc3)N[C@]3(CCCN(Cc4ccc(Br)cc4)C3=O)[C@H]2C1=O
23) Cc1cc(C(=O)C[N+]2(C)CCOCC2)c(C)n1-c1ccc(Br)cc1
24) Cc1sc2nc(SCc3nnc(-c4cccs4)o3)n(C3CCCC3)c(=O)c2c1C
Screen / compound no.	17	18	19	20	21	22	23	24
EPAC2 agonist	5%	-7%	-3%	9%	3%	7%	-2%	14%
CCT chaperon mod	1.5	3.1	-1.6	0.7	1.1	2.2	-1.2	-2.1
PI5P4K alpha inh	8	5	0	.	.	-8	3	.
EPAC1 antagonist	-4%	-3%	10%	5%	-2%	-6%	4%	-3%
IL2 activator	-0.1	-0.7	0.9	2.3	0.4	-3.0	-1.4	0.2
EPAC1 ag	4%	-2%	11%	-5%	13%	-17%	6%	12%
PLK1 PBD block	-7%	-2%	-5%	?	-7%	-4%	-2%	-2%
WRN helicase inh	-1%	-6%	9%	3%[57.1 µM]	13%	9%	0%	-7%

25) CC(=O)Nc1ccc2c(c1)CCCN2C(=O)c1ccccc1
26) CC(C)c1ccc(NC(=O)COC(=O)c2c[nH]c(=O)[nH]c2=O)cc1
27) O=C(CNc1cccc2ccccc12)N/N=C/c1ccc([N+](=O)[O-])cc1
28) COc1ccc(-n2c(=O)c3ccccc3n(Cc3ccccc3F)c2=O)cc1OC
29) O=C(Nc1ccccc1F)c1ccc2c(c1)OCO2
30) CCCOC(=O)c1c(NC(=O)/C=C/c2cnn(C)c2C)sc(C(=O)OC)c1C
31) Cn1c(C(=O)N2CCCC(C(=O)NCc3ccc4c(c3)OCO4)C2)cc2sccc21 (stereo not given)
32) CCC(C)NC(=O)CSc1n[nH]c(-c2cc(Cl)ccc2OC)n1 (stereo not given)
Screen / compound no.	25	26	27	28	29	30	31	32
EPAC2 agonist	5%	0%	-4%	0%	0%	-12%	2%	11%
CCT chaperon mod	0.8	-4.6	0.6	0.9	-4.8	0.1	-1.2	1.5
PI5P4K alpha inh	-5	-16	9	10	5	.	0	6
EPAC1 antagonist	-1%	2%	-5%	?	0%	2%	7%	12%
IL2 activator	0.0	-1.0	-2.0	0.5	-3.3	-2.6	-3.5	0.4
EPAC1 ag	2%	6%	-4%	-6%	9%	-3%	-4%	-11%
PLK1 PBD block	-1%	-15%	-6%	-6%	-14%	-3%	-5%	-9%
WRN helicase inh	-5%	9%	-2%	-3%	8%	11%	2%	-2%

33) COC(=O)CNC(=O)CCc1nnc(C2(c3ccc(Cl)cc3)CCC2)o1
34) COc1cc2c(cc1OC)CN(CC(=O)Nc1ccccc1C(=O)NC1CC1)CC2
35) CCc1nc2ccc(C(=O)NCCCn3ccnc3)cn2c1N(C)Cc1cccs1
36) CCOCCCn1c(=S)[nH]c2cc(C(=O)NC3CCCCC3C)ccc2c1=O (stereo not given)
37) Cc1csc(SCC(=O)N2CCN(S(=O)(=O)c3ccccc3)CC2)n1
38) CCOC(=O)C1=C(c2ccccc2)NC(SCC(=O)Nc2ccccc2C)=C(C#N)C1c1ccco1 (stereo not given)
39) CC(=O)Nc1ccc(-c2sc(Nc3cccc4ccccc34)n[n+]2-c2ccccc2)cc1
40) O=C(NCc1ccco1)c1cccc2ccccc12
41) COc1ccc(NC2=Nc3ccccc3CC2)cc1
42) CCOc1ccc(N(CC(=O)N2CCCC2)S(=O)(=O)c2ccc(F)cc2)cc1
Screen / compound no.	33	34	35	36	37	38	39	40	41	42
EPAC2 agonist	5%	13%	-2%	6%	10%	6%	11%	0%[15.6 µM]	1%	8%
CCT chaperon mod	-2.1	-1.3	2.3	1.5	-1.0	1.5	1.0	-0.3	1.9	0.2
PI5P4K alpha inh	1	-11	0	3	-10	.	-14	0	.	0
EPAC1 antagonist	-3%	7%	21%	-11%	-13%	3%	15%	6%	7%	4%
IL2 activator	0.0	1.2	-0.4	-1.7	-0.1	-2.1	-0.5	-0.6	0.7	-4.4
EPAC1 ag	-2%	4%	-22%	5%	6%	23%	1%	5%	-1%	3%
PLK1 PBD block	-9%	-11%	-1%	-15%	-15%	3%	-12%	0%	-5%	3%
WRN helicase inh	6%	4%	13%[57.1 µM]	-7%	-33%	-6%	-5%	4%	-3%	-25%

# Entries shown so far with two or more sulfur atoms (5):
1) CCOCCCn1c(SCc2nc3sc(C(=O)O)c(C)c3c(=O)[nH]2)nnc1-c1ccc(Cl)cc1
20) Nc1nc(SCC(=O)NCCCN2CCOCC2)nc2sc3c(c12)CCC3
21) Cc1cc(C)c(C#N)c(SCC(O)CS(=O)(=O)Cc2ccccc2)n1 (stereo not given)
24) Cc1sc2nc(SCc3nnc(-c4cccs4)o3)n(C3CCCC3)c(=O)c2c1C
37) Cc1csc(SCC(=O)N2CCN(S(=O)(=O)c3ccccc3)CC2)n1
Screen / compound no.	1	20	21	24	37
EPAC2 agonist	5%	9%	3%	14%	10%
CCT chaperon mod	-2.4	0.7	1.1	-2.1	-1.0
PI5P4K alpha inh	?	.	.	.	-10
EPAC1 antagonist	13%	5%	-2%	-3%	-13%
IL2 activator	-0.9	2.3	0.4	0.2	-0.1
EPAC1 ag	-4%	-5%	13%	12%	6%
PLK1 PBD block	-1%	?	-7%	-2%	-15%
WRN helicase inh	-21%	3%[57.1 µM]	13%	-7%	-33%

# Not all compounds are listed, so the mix of outcomes need not match the whole.
